From PubChem
Pemphigus Ab inh: inhibitors of pemphigus antibody binding to human desmoglein-3. AID 588358. binding (percent of control), % at 10 µM. 310,000 compounds, 0.48% hits. DSG3-coupled beads, scFv-anti-DSG3-GFP binding, flow cytometry; hits give low values. P32926;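 active means binding more than 3 SD below its plate's average and above zero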;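 further: hits lower antibody fragment binding to DSG3; some compounds called inactive have numbers as strong as hits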
CAL PDZ FP-1: blocks peptide binding to the human CAL PDZ domain; purified CAL PDZ, TMR-peptide fluorescence polarization, 1 h; AID 602252; inhibition, % at 24.9 µM; 300,000 compounds, 0.92% hits;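 active means mean inhibition of at least 30% with at least half of replicates also reaching 30%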;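 further: 0% = DMSO neutral control and 100% = excess unlabeled competitor peptide PRC23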
Arr AP2 block: blocks beta-arrestin peptide binding to AP2 adaptin; inhibition, % at 10 µM; 340,000 compounds, 0.31% hits; FITC-arrestin peptide / GST-AP2 beads, flow cytometry; AP2 beta2 appendage carries R879A mutation;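 active means inhibition above a set limit, near 3 SD of compounds lacking own fluorescence, cut at about 54% in these data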;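 further: plate controls were DMSO wells for no effect and 5 µM unlabelled arrestin peptide for full effect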
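Material – GST-tagged AP2 beta2-adaptin appendage (R879A) on 4 µm glutathione beads · Probe or stimulus – fluorescein-tagged arrestin peptide at 50 nM final · Timing – 12 min plus 1 h, RT · Detection – bead flow cytometry, FITC channel · Read-out basis – inhibition as reduced fluorescein signal on beads, percent · Medium – PBS plus Tween 20 (0.05%) and BSA (0.1%)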
LANA DNA inh: inhibitors of KSHV LANA C-terminal domain DNA binding. MBP-C-LANA/FAM-LBS DNA binding, fluorescence polarization. inhibition, % at 9 µM. 340,000 compounds, 0.078% hits. AID 504423;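 active means highest replicate inhibition at or above 60% at 9 µM, even if other replicates fall short; inactive means all replicates below 60% inhibition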;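 further: 0% = neutral control wells and 100% = 4 µM acridine orange control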
RTF Ca sens inh: cardiac RTF calcium desensitization; 340,000 compounds, 0.12% hits; IANBD-labeled cardiac RTF, Ca2+ fluorescence; inhibition, % at 7.15 µM;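 active means inhibition above the mean inhibition of all tested compounds plus 3 SD, cut at about 17% in these data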;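 further: assay run at fixed EC70 calcium of 1.6 mM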
Keap1-Nrf2 PPI: disrupts human Keap1 binding to Nrf2 peptide. Keap1 Kelch-Nrf2 peptide fluorescence polarization, 1536-well. inhibition, % at 9.4 µM. 340,000 compounds, 0.15% hits; in the data active means inhibition above about 12%;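 further: human Keap1 Kelch domain with fluorescein labeled Nrf2 9mer peptide probe; 0% = neutral control wells and 100% = peptide positive control; higher means more block of Keap1 binding to Nrf2 peptide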
V-ATPase pHluor: alters yeast V-ATPase proton transport. S. cerevisiae, pHLuorin cytosolic pH fluorescence. response, % at 10 µM. 350,000 compounds, 0.37% hits. AID 504577; in the data active means response mostly above about 7.3%, no sharp cut-off; inactive means mostly below about 5.4%; further: actives read high; inactives centre near 0; some compounds called inactive have numbers as strong as hits
CAL PDZ FP-2: human CAL PDZ-peptide interaction inhibition | Q9HD26 | purified CAL PDZ, TMR-peptide fluorescence polarization, 1 h | inhibition, % at 20 µM | 330,000 compounds, 0.02% hits | AID 504414;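 active means highest replicate inhibition of at least 40%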;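 further: plate controls were DMSO neutral control wells for no effect and unlabeled competitor peptide control wells for full effect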
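Control set: unlabelled peptide and DMSO controls / Material: purified CerCALP PDZ construct / Timing: 1 h incubation at room temperature before polarization reading / Doses: 20 µM, one dose / Detection: fluorescence polarization (mP)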
NSD2 inh: inhibitors of human histone methyltransferase NSD2; O96028; AID 743445; 310,000 compounds, 0.54% hits; NSD2 peptide methylation, AlphaScreen, 120 min; inhibition, % at 12.5 µM; in the data active means inhibition above about 50%
DAGLB inh: diacylglycerol lipase beta (human) inhibition; HEK293T DAGLB membrane lysate, EnzChek fluorogenic substrate; inhibition, % at 5.17 µM; 340,000 compounds, 0.059% hits; in the data active means inhibition above about 34%;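 further: 0% = enzyme with vehicle and 100% = wells lacking enzyme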
Target sequence (Q8NCG7 whole entry, looked up): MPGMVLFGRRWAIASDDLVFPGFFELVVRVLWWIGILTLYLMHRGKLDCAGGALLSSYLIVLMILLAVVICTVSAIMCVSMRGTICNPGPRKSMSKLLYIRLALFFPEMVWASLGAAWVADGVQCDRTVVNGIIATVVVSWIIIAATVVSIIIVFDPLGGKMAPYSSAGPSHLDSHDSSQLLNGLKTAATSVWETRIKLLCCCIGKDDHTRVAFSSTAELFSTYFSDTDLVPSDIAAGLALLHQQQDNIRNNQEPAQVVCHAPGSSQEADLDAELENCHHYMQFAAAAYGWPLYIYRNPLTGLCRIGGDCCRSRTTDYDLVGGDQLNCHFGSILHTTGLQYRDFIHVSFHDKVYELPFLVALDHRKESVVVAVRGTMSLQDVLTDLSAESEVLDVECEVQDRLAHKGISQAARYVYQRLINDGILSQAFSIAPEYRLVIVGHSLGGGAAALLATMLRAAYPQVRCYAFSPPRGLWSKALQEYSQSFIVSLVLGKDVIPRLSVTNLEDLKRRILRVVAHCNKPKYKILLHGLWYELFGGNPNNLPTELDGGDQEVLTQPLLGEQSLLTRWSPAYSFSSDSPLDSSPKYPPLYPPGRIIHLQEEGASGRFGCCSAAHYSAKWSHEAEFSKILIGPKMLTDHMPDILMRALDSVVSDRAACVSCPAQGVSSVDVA
An asterisk follows results filed as active; nt = no result given; & = joins results of further samples. This is a subset; count on the stated rates, not on these rows.

SMILES	Pemphigus Ab inh	CAL PDZ FP-1	Arr AP2 block	LANA DNA inh	RTF Ca sens inh	Keap1-Nrf2 PPI	V-ATPase pHluor	CAL PDZ FP-2	NSD2 inh	DAGLB inh
Cc1cccc(C)c1NC(=O)C[N+](C)(C)CC(O)COc1cccc2ccccc12 (configuration not stated)	nt	-4.8	38.3	5.6	-3.8	6.2	2.9	-4.2	6.5	-1.0
O=C(OC(c1ccc(NS(=O)(=O)c2ccccc2)cc1)(C(F)(F)F)C(F)(F)F)c1ccccc1	97.3	nt	-9.2	0.5	-4.3	-1.8	-1.1	-1.2	0.1	-1.4
C#CCOCCOCCOCCNc1nc(N2CCN(C(=O)[C@H](CCC(=O)O)n3cc(CN)nn3)CC2)nc(N2CCN(C(=O)[C@H](CCCCN)n3cc([C@@H](N)CC(N)=O)nn3)CC2)n1	102.1	-1.0	30.9	1.6	3.1	-2.7	7.9*	0.0	nt	-2.3
Cc1nn(CC(=O)NCCCN2CCCCC2)c(=O)c2cccn12	103.6	1.7	7.5	0.0	-5.8	8.6	2.4	-2.6	-0.2	1.7
Cc1cc(C)cc(-n2ncc3c2CCCC3NC(=O)CN2CCCC2=O)c1 (configuration not stated)	87.8	-4.0	-2.7	2.3	-0.4	3.8	-3.0	0.5	-2.8	1.6
CCCC(=O)N(Cc1cc2cccc(C)c2[nH]c1=O)c1ccccc1OC	106.2	-3.0	23.6	0.2	-2.0	-1.5	1.3	-3.0	nt	1.7
O=C(Cc1ccc(Br)cc1)NNC(=O)Nc1ccc(Cl)cc1	92.9	-1.4	20.1	1.4	-3.9	-3.8	-2.0	-1.9	-1.2	-1.0
COc1ccc(CN2CCN(Cc3cccc(Oc4ccccc4)c3)CC2)c(OC)c1OC	107.0	0.1	18.8	0.8	1.3	-3.4	-1.3	0.7	1.3	-1.7
COc1cccc(CNC(=O)CCCNS(=O)(=O)c2cccs2)c1	nt	0.7	19.5	-1.0	-5.5	-3.5	-2.7	0.4	-0.3	0.2
CCc1nc2sc3c(c2c(=S)[nH]1)CC(C)(C)OC3	95.2	2.7	33.1	-0.2	-5.9	-3.1	-1.3	-0.2	-1.0	-1.5
NC(=O)CSc1nnc2ccc(-c3ccc(F)cc3)nn12	91.6	-1.6	26.3	-0.4	-6.9	1.0	0.4	-1.8	-0.6	2.5
CSc1nnc(-c2ccco2)n1-c1ccccc1	109.8	-2.4	-3.3	0.2	-13.1	-4.7	2.5	0.2	11.7	-2.6
CC(=O)OC1CSC2c3ccccc3C(=O)N2Cc2sccc21 (configuration not stated)	97.7	2.9	30.9	0.8	2.8	0.1	-2.0	-2.5	6.4	-2.6
O=C(Nc1ccccc1)c1ccccc1NC(=O)[C@H]1CCCC[C@H]1C(=O)O	91.7	3.4	-4.2	-0.1	-2.7	1.9	-7.1	-0.5	-2.7	1.6
CCOc1ccc(NC(=O)c2ccc3c(c2)S(=O)(=O)N=C2CCCCCN23)cc1	77.5*	nt	nt	nt	nt	nt	-1.5	nt	-3.0	-4.0
COc1cc(C(=O)NCCC(=O)NCCCN2CCCCC2C)cc(OC)c1OC (configuration not stated)	nt	-0.4	3.3	2.6	-10.7	2.7	2.1	-2.2	4.3	-0.8
COc1ccc(N(CC(=O)Nc2ccccc2C(=O)O)S(=O)(=O)c2ccc(C)c([N+](=O)[O-])c2)cc1	100.1	4.1	5.9	1.7	-3.5	-1.6	-1.1	-1.3	5.0	11.7
Cc1cc(C)cc(C(=O)NCC(=O)N(C)CCOc2ccccc2)c1	97.4	-5.0	37.0	-0.8	3.5	-1.0	-3.5	-0.5	-0.1	-2.2
O=C(Nc1ccccc1)Nc1nnc(Cc2ccc([N+](=O)[O-])cc2)s1	88.0	-0.8	-11.0	-0.5	-10.2	1.8	-2.9	-1.0	15.7	3.4
COc1ccccc1-n1cnnc1SCc1csc(-c2ccccc2)n1	108.8	-0.5	-1.9	-0.3	1.4	-11.3	-0.4	-1.2	1.2	0.9
CCCCn1c(N)c(N(CC(C)C)C(=O)C2=NN(c3ccccc3)C(=O)CC2)c(=O)[nH]c1=O	105.9	-5.0	-3.1	0.8	-7.0	-5.5	-2.0	-0.4	0.8	1.0
CCOC(=O)[C@H]1[C@H]2COc3ccc(C)cc3[C@@H]2N2C(=O)c3ccc(Cl)cc3NC(=O)[C@@]12C	102.0	0.7	-2.7	1.7	3.0	-0.5	3.6	-0.5	nt	-1.8
COc1ccc(CN(C)C(=O)C2CSC3(C)CCC(=O)N23)cc1 (configuration not stated)	110.6	0.0	-12.9	0.3	5.8	-0.4	-0.8	-2.6	-3.1	1.9
Cc1ccc(-c2nc3cnccn3c2Nc2c(C)cccc2C)o1	102.7	nt	-2.0	3.2	-11.1	0.9	-2.6	-1.0	nt	1.3
COc1ccc(NC(=O)c2ccc(OC(F)F)cc2)cc1Cl	nt	3.3	5.5	-0.9	-8.9	-3.8	2.3	1.5	-2.7	0.3
SMILES	Pemphigus Ab inh	CAL PDZ FP-1	Arr AP2 block	LANA DNA inh	RTF Ca sens inh	Keap1-Nrf2 PPI	V-ATPase pHluor	CAL PDZ FP-2	NSD2 inh	DAGLB inh
COC(=O)c1nnc(-c2ccccc2)c(-c2ccccc2)n1	103.8	0.3	-1.5	0.5	-10.2	0.0	1.6	-0.5	-5.7	0.4
COC(=O)c1ccc(COC(=O)CNC(=O)c2ccco2)cc1	101.6	-4.3	4.4	-1.3	-13.1	-5.6	-2.4	-3.8	-1.0	-4.3
COC(=O)CN1C(=O)[C@H]2[C@@H](c3ccc(C)o3)N3C(=O)CN(Cc4ccccn4)C(=O)[C@@]3(C)[C@H]2C1=O	109.9	0.9	-3.0	1.6	-14.5	-7.9	-4.4	0.0	nt	-6.9
CCNc1nc(NC#N)nc(SCC(=O)OCC)n1	109.6	-1.3	-3.8	0.4	-10.2	-0.8	-3.0	-0.1	-0.2	-2.7
Cc1cc(=O)[nH]c(SCCCOc2ccc3c(c2)CCC3)n1	98.3	0.6	1.5	1.6	-1.4	3.5	-4.6	-1.2	2.3	-0.1
Cc1cc(NC(=O)C2CCCN2C(=O)Nc2c(C)cccc2C)ccc1-n1cnnn1 (configuration not stated)	90.1	-1.7	7.8	4.0	-3.8	-2.2	3.9	-1.7	-1.7	2.2
COc1ccccc1-c1cc(C(=O)N2CCCC2)no1	98.0	-2.7	-4.3	0.5	-1.1	2.2	2.4	-2.6	-11.3	-4.7
Cc1cc(C)c(-c2csc(NC(=O)C3=COCCO3)n2)cc1C	106.6	-5.7	-4.3	1.4	-14.6	-6.9	-2.7	-3.7	-1.6	-10.8
CCOC(=O)N1CCN(C(=O)CSc2ccc(Cl)cc2)CC1	96.5	-1.4	-0.1	2.0	-3.9	-6.9	-0.1	0.4	-0.7	-4.5
CCC(C)[C@H]1CNCCN1CC1(c2ccccc2)CC1 (some centres not stated)	104.3	-12.9	1.8	1.9	-0.1	2.1	-2.5	0.8	nt	0.2
COc1ccc(NC2=C(c3ccc(OC)cc3)C(=O)c3ccccc32)cc1	102.9	-1.1	-4.9	-1.0	6.2	-0.3	0.7	1.5	7.7	28.0
CN(Cc1ccc(C(C)(C)C)cc1)C(=O)C1CCN(C(=O)Nc2ccccc2)CC1	100.0	-3.3	3.6	-0.4	-4.8	-4.9	0.5	-3.0	1.1	-5.4
Cc1ccsc1-c1nc(CN2C[C@@H](C)O[C@@H](C)C2)c(C)o1	106.2	nt	-17.1	-0.3	-1.0	0.2	1.2	-0.4	-3.2	-0.9
O=C(Cc1ccc(Br)cc1)N1CCN(c2ccccc2O)CC1	90.1	2.7	5.8	-0.1	-25.9	-2.7	-1.9	-1.0	15.0	-1.1
COc1ccc2nc(C)cc(SCC(=O)O)c2c1	98.8	-0.7&1.3	-1.5&0.6	-0.2&2.6	-7.8&-8.3	-7.0&1.3	1.4&-0.3	-1.9&-3.2	-0.2&-2.0	0.1&-2.0
COc1c(Br)cc(C(N)=O)cc1OCc1ccccc1	81.3	-4.3	0.5	0.3	-4.6	-6.2	0.8	-3.7	0.0	0.9
O=C(/C(C=Nc1ccc(F)cc1)=C(/O)c1ccco1)C(F)(F)F	106.8	-3.8	6.8	-1.7	-4.5	0.3	-2.0	0.0	-1.5	-1.0
Cc1ccccc1N1C(=O)N(c2cccc(C(F)(F)F)c2)C2CS(=O)(=O)CC21 (configuration not stated)	97.6	1.7	-5.0	1.1	-9.6	-0.6	2.4	-3.2	-2.4	-2.1
Cc1ccc(NC(=O)[C@@H]2CCCN2S(=O)(=O)c2ccc(Cl)cc2)cc1	91.8	nt	-10.0	-0.6	10.9	2.7	-1.7	-1.5	-1.9	-0.2
Oc1ccccc1/C=N/c1c(-c2ccco2)nc2ccccn12	98.7	5.4	1.0	3.0	-7.2	2.2	2.7	-0.9	14.8	1.1
O=C(Nc1ccc(NC(=S)NC(=O)c2ccco2)cc1)c1ccccc1	101.9	-1.1	16.8	0.2	7.0	1.3	-4.0	0.1	7.3	0.2
COC(=O)c1c(NC(=O)CN2CCN(c3ccccc3)CC2)c2c(C)cccc2n1C	107.6	-4.5	4.4	0.6	-4.0	-2.6	2.3	-0.3	2.1	0.6
Cc1cccc(C(=O)Nc2ccc(NC(=O)c3ccccc3)cc2)c1	114.8	-6.5	-14.2	-0.9	-9.4	4.3	-0.1	-1.5	-0.3	-2.5
CCn1c(SCc2nc3cc(OC)c(OC)cc3c(=O)[nH]2)nc2ccccc21	114.7	-4.5	-0.1	-2.3	1.7	-1.7	-5.5	-0.1	-4.9	-2.5
OC(CNCC1COc2ccccc2O1)COc1ccccc1F (configuration not stated)	121.5	nt	21.1	7.2	-12.9	0.1	-1.0	-1.3	2.0	-1.9
Cc1ccccc1-c1nc(CS(=O)(=O)CC(=O)N2CCOCC2)c(C)o1	99.3	-0.9	20.2	-0.6	-6.1	0.4	1.2	-1.5	2.2	3.1
O=C(O)CC/C(=C\c1cc2c(cc1Br)OCO2)c1nc2ccccc2s1	nt	-5.3	14.1	-2.2	-4.0	-2.3	0.1	-3.6	5.7	5.6
Cc1ccccc1NC(=O)c1nn(C)c2c1CS(=O)(=O)c1ccccc1-2	104.7	nt	-7.2	0.3	-1.0	-4.6	0.9	-1.0	-2.3	-0.1
CN(CC(=O)Nc1ccccc1[N+](=O)[O-])Cc1ccc(Br)cc1	104.3*	7.7	-25.9	1.5	2.1	1.0	6.2	-2.0	4.4	-9.9

Reprinted at random: 3 records from the list.
SMILES	Pemphigus Ab inh	CAL PDZ FP-1	Arr AP2 block	LANA DNA inh	RTF Ca sens inh	Keap1-Nrf2 PPI	V-ATPase pHluor	CAL PDZ FP-2	NSD2 inh	DAGLB inh
CN(Cc1ccc(C(C)(C)C)cc1)C(=O)C1CCN(C(=O)Nc2ccccc2)CC1	100.0	-3.3	3.6	-0.4	-4.8	-4.9	0.5	-3.0	1.1	-5.4
COc1ccc(NC2=C(c3ccc(OC)cc3)C(=O)c3ccccc32)cc1	102.9	-1.1	-4.9	-1.0	6.2	-0.3	0.7	1.5	7.7	28.0
O=C(Cc1ccc(Br)cc1)N1CCN(c2ccccc2O)CC1	90.1	2.7	5.8	-0.1	-25.9	-2.7	-1.9	-1.0	15.0	-1.1
